Screening results: PubChem, National Center for Advancing Translational Sciences (NCATS)
D2 agonist – HTS Assay for Allosteric Agonists of the Human D2 Dopamine Receptor: Primary Screen for Agonists; D(2) dopamine receptor (Homo sapiens), P14416; HEK293 T-REx D2 cells, calcium flux agonist mode; activation, % at 2 µM; 0.53% of 340,000 active; AID 485358, 2010;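 active = activation over 3 SD above normal in the single-dose calcium agonist read, cut at about 30% in these data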; also: 0% is about no effect
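In this primary screen, compounds producing a positive calcium signal within 180 s of addition to tetracycline-induced, force-coupled HEK293 Trex D2 cells are flagged; cells are dye-loaded with a no-wash calcium kit beforehand.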
TRHR PAM – qHTS for Small Molecule Agonists and Allosteric Enhancers of Human TRH Receptor: Primary Screen for Enhancers. TRHR cells, fluo-8 calcium fluorescence, EC20 TRH enhancement. enhancement, % at 2 µM. 0.66% of 360,000 active. AID 493056, 2011; in the data active = enhancement above about 30%; also: 0% is about no effect
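Enhancer read-out: after compound pinning and an initial kinetic agonist-mode read, an EC20 of TRH (10 nM final) was injected and fluo-8 calcium signal (Ex 480/Em 530) followed at 1 s/cycle for 100 cycles in TRHR-expressing cells.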
RXFP1 antag – qHTS Assay for Antagonists of the Relaxin Receptor RXFP1; Relaxin receptor 1 (Homo sapiens), Q9HBX9; HEK293-RXFP1, relaxin-stimulated cAMP HTRF, 30 min; hits give low values; activity change, negative = inhibition, % at 57.5 µM; 0.59% of 350,000 active;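 active = activity change of -60% or lower, but not beyond a set lower limit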; also: % is scaled to controls: 0 for no effect and ±100 for the full control effect
Target sequence (Q9HBX9 whole entry, looked up): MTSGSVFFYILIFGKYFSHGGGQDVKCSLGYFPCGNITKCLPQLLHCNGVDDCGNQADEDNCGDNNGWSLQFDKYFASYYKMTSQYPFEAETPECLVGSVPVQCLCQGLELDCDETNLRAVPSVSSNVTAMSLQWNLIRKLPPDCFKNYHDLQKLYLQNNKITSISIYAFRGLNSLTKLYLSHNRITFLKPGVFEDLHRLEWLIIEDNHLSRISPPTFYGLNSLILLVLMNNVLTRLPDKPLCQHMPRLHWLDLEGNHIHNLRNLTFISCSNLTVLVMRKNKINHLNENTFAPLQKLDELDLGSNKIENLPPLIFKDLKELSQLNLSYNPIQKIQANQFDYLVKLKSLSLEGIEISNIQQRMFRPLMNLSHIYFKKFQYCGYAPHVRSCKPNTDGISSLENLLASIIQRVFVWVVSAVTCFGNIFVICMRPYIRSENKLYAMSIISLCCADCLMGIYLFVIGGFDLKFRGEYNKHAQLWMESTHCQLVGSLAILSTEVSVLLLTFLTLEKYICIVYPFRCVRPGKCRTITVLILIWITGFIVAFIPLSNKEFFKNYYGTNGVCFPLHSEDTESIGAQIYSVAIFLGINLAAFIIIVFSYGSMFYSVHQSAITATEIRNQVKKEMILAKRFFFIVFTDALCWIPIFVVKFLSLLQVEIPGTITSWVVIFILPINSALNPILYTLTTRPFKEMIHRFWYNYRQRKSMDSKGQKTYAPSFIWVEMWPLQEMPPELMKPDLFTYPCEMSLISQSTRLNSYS
D1 antag – Antagonist of Human D 1 Dopamine Receptor: qHTS. D(1A) dopamine receptor (Homo sapiens), P21728. HEK293 TREx D1 cells, calcium flux, dopamine EC80; hits give low values. activity change, negative = inhibition, % at 10 µM. 3.2% of 360,000 active. AID 504652, 2011; in the data active = activity change below about -30%; also: % is scaled to controls: 0 for no effect and ±100 for the full control effect
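Inducible Hek293 Trex D1 cells (tetracycline, overnight, 30 C). Calcium dye 30–90 min RT. Antagonist mode: EC80 dopamine added after 180 s compound read.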
D2 antag – HTS Assay for Allosteric Antagonists of the Human D2 Dopamine Receptor: Primary Screen for Antagonists | 2% of 340,000 active | D(2) dopamine receptor (Homo sapiens), P14416 | inhibition, % at 10 µM | HEK293 TREx D2 cells, calcium flux, dopamine EC80; in the data active = inhibition above about 30%; also: 0% is about no effect
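Compounds are added to dye-loaded, induced HEK293 T-REx cells coupled to calcium release via D2; after a 3 min kinetic read an EC80 dopamine stimulus is given and fluorescence is recorded for 3 more min.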
D1 ag – Allosteric Agonists of the Human D1 Dopamine Receptor: qHTS | D(1A) dopamine receptor (Homo sapiens), P21728 | HEK293 T-REx D1 cells, calcium flux, agonist mode | activation, % at 2 µM | 1% of 360,000 active | AID 504660, 2011; also: 0% is about no effect
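Agonism was scored from calcium flux recorded over 180 s (1 read/s) after pintool compound addition, following a 10-cycle baseline. Cells were inducible force-coupled HEK293 TREx D1, plated overnight at 30 C and loaded with no-wash calcium dye.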
D2 PAM – HTS Assay for Positive Allosteric Modulators of the Human D2 Dopamine Receptor: Primary Screen for Potentiators; 0.34% of 340,000 active; HEK293 T-REx D2, calcium flux, EC20 dopamine potentiation; potentiation, % at 10 µM; D(2) dopamine receptor (Homo sapiens), P14416;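 active = potentiation over 3 SD above the plate norm, cut at about 30% in these data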; also: 0% is about no effect
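Cells plated with tetracycline inducer and held overnight at 30 C; calcium dye loaded 30–90 min at room temperature; baseline taken, compound added and read 180 s; EC20 dopamine then added and read 180 s.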
D1 PAM – Potentiators of Human D1 Dopamine Receptor: qHTS; D(1A) dopamine receptor (Homo sapiens), P21728; HEK293 TREx D1 cells, calcium flux, dopamine EC20 potentiation; potentiation, % at 10 µM; 0.036% of 360,000 active; AID 504651, 2011; in the data active = potentiation above about 30%; also: 0% is about no effect
TRHR ag – qHTS for Small Molecule Agonists and Allosteric Enhancers of Human TRH Receptor: Primary Screen for Agonists; TRHR cells, calcium flux fluo-8, FDSS agonist mode; activation, % at 2 µM; 0.18% of 360,000 active; AID 493084, 2011; also: 0% is about no effect
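Agonist-mode FDSS calcium read (Ex 480/Em 530, 1 s cycles) in 1536-well TRHR cells with fluo-8 dye, after 10-cycle baseline and 23 nL compound addition; TRH at EC20 (10 nM final) added afterwards for the enhancer phase.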
An asterisk follows results filed as active; . = no result given. Rule as the data show it, unless noted: active = activation above about 30%; inactive = the rest.

SMILES | D2 agonist | TRHR PAM | RXFP1 antag | D1 antag | D2 antag | D1 ag | D2 PAM | D1 PAM | TRHR ag
CCN(C(=O)COC(=O)c1ccc(C)c(S(=O)(=O)N2CCOCC2)c1)C1CCS(=O)(=O)C1 (stereo not drawn) | -0.1 | -1 | -3 | 2 | 2 | 1 | -8 | 0 | 0.8
CCCOc1ccc(C(=O)Nc2ccc(NC(=O)c3cccc(Cl)c3)cc2)cc1 | 1.1 | 16 | -4 | 11 | . | -2 | -13 | 0 | 0.6
COc1ccc([C@]23Cc4ccccc4C(O2)C2=C(O3)C(=O)c3ccccc3C2=O)cc1 | . | 7 | . | -2 | . | 1 | . | -3 | 0.1
Fc1cccc(NC(=S)NCc2ccc(Cl)cc2)c1 | -0.7 | -6 | -1 | -14 | -4 | 14 | -7 | -6 | 8.4
CC1=NN(c2cccc(C(=O)O)c2)C(=O)/C1=C\C=C\c1ccco1 | 0.6 | -6 | -19 | 7 | 5 | 0 | 4 | -2 | -0.4
COc1ccccc1OC(C)c1nnc(SCC(=O)Nc2c(C)n(C)n(-c3ccccc3)c2=O)n1-c1ccccc1 (stereo not drawn) | 0.4 | -3 | 12 | -2 | 4 | 3 | 8 | 4 | -0.2
CC(C)(C)c1cc(N)n2nc(C(C)(C)C)cc2n1 | -1.5 | 2 | 2 | 0 | -24 | 0 | -5 | 1 | -0.1
COc1ccc(-n2nc3c(c2NC(=O)COc2ccccc2)CS(=O)(=O)C3)cc1 | -0.6 | -2 | -9 | -2 | 0 | 1 | -15 | -4 | 0.6
CCOc1ccc(C(=O)N[C@H](C(=O)O)C(C)C)cc1 | 1.0 | 0 | 12 | 5 | -8 | 3 | 4 | 1 | -0.8
CCOC(=O)C1=C(CNCc2ccc(F)cc2)NC(=O)NC1c1cccc([N+](=O)[O-])c1 (stereo not drawn) | -0.1 | 1 | -9 | -2 | -5 | 2 | 6 | 1 | -1.0
CSc1nsc(SCC(=O)Nc2ccc(C(=O)O)cc2)n1 | -0.5 | -4 | -17 | 2 | 15 | 0 | -8 | -4 | -0.3
O=C(CSc1nc(-c2ccccc2)nc2ccccc12)Nc1cccc(C(=O)O)c1 | 0.5 | -4 | 13 | -19 | -7 | 5 | -2 | 0 | -0.1

Three compounds drawn at random from those above:
SMILES | D2 agonist | TRHR PAM | RXFP1 antag | D1 antag | D2 antag | D1 ag | D2 PAM | D1 PAM | TRHR ag
CC(C)(C)c1cc(N)n2nc(C(C)(C)C)cc2n1 | -1.5 | 2 | 2 | 0 | -24 | 0 | -5 | 1 | -0.1
CSc1nsc(SCC(=O)Nc2ccc(C(=O)O)cc2)n1 | -0.5 | -4 | -17 | 2 | 15 | 0 | -8 | -4 | -0.3
CCOc1ccc(C(=O)N[C@H](C(=O)O)C(C)C)cc1 | 1.0 | 0 | 12 | 5 | -8 | 3 | 4 | 1 | -0.8

(next part)
SMILES | D2 agonist | TRHR PAM | RXFP1 antag | D1 antag | D2 antag | D1 ag | D2 PAM | D1 PAM | TRHR ag
CCc1ccc(NC(=O)[C@H](Cc2ccccc2)NC(=O)C2CCN(C(=O)[C@@H](N)CC(C)C)CC2)cc1 | 0.2 | -3 | . | 13 | 8 | 3 | 3 | 0 | 0.9
Cc1cc(OCC(=O)C(C)(C)C)c2c(C)c(C)c(=O)oc2c1 | . | -6 | -10 | -3 | . | 1 | . | -4 | -1.3
CN1CCC(=NOc2ccc([N+](=O)[O-])cc2)CC1 | -0.1 | -6 | -8 | -52* | -25 | 11 | 4 | -9 | 2.2
CCC1CCCCN1CCCNC(=O)c1ccc2nc(N3CCC(C)CC3)sc2c1 (stereo not drawn) | 0.3 | -3 | 8 | 43 | -3 | 6 | 5 | -9 | 1.4
COc1ccc(NC(=O)C2CCN(C(=O)c3ccccc3)CC2)c(OC)c1 | -0.4 | 14 | -4 | -2 | -9 | 3 | -5 | 2 | 0.5
CCN1CCN(Cc2cc(=O)oc3ccc(Cl)cc23)CC1 | -0.1 | -4 | 6 | -14 | -4 | 2 | -14 | 2 | 0.0
C=CCn1c(SCC(=O)N2CCOCC2)nc2ccccc2c1=O | 0.0 | 1 | 10 | -19 | 19 | 1 | -2 | -3 | 0.2
Brc1ccc(-c2nc3ccccc3s2)s1 | -1.7 | -2 | -26 | 4 | 12 | 4 | -9 | -6 | 0.4
O=C(O)C1CSC(CCc2ccccc2)N1 (stereo not drawn) | 0.5 | 7 | 3 | -24 | 7 | 2 | 3 | -10 | 0.1
O=C(COC(=O)C12CC3CC(CC(Br)(C3)C1)C2)Nc1cccnc1Cl | 2.6 | 0 | -4 | 34 | 4 | 1 | -12 | 5 | 0.3
COCC(=O)OCc1cc2cccc(C)c2[nH]c1=O | 0.6 | 1 | -2 | 14 | -13 | 1 | 4 | -5 | -0.3
NC(=O)c1ccc(NC(=O)COC(=O)c2n[nH]c3ccccc23)cc1 | 0.2 | -1 | 6 | -2 | -24 | 2 | 8 | -10 | 0.3
O=C(NNC(=O)c1cc(Cl)nc2ccccc12)c1ccccc1F | 0.2 | -7 | -4 | 23 | -8 | 1 | 14 | 3 | -0.2
CCOc1ccc2nc(N(CCN(C)C)C(=O)c3ccc4c(c3)CCCC4)sc2c1 | 0.1 | -1 | -18 | 3 | -6 | 4 | -8 | 0 | 0.7
O=C(CC1SC(=O)N(Cc2ccccc2)C1=O)Nc1nccs1 (stereo not drawn) | -0.5 | -14 | -12 | 12 | 0 | 3 | -5 | -8 | 0.3
Cc1ccc(-c2nnn(CC(=O)N(CC3CCCO3)C(C(=O)NC3CCCC3)c3ccc(F)cc3)n2)o1 (stereo not drawn) | -1.1 | -1 | -4 | 27 | -1 | 0 | 3 | -4 | -1.2
CCOC(=O)C1=C(C)NC(=S)NC1c1ccc(OC(=O)c2ccco2)cc1 (stereo not drawn) | -1.9 | 2 | -31 | 4 | -9 | 1 | -6 | 1 | -0.5
O=C(Nc1ccc2c(c1)OCCO2)C(=O)NC1CC1 | 0.7 | -4 | 1 | -1 | -3 | 2 | 2 | -11 | 1.0
CCOC(=O)c1c(C)oc2c1c(C=NC1CCS(=O)(=O)C1)c(O)c1ccccc12 (stereo not drawn) | -0.1 | 7 | -3 | 1 | 4 | 2 | 0 | 2 | 1.0
CC(C)(C)c1cc(P(=O)(c2ccccc2)c2ccccc2)ccc1O | 1.1 | 2 | -29 | -6 | 10 | 1 | -1 | -11 | -0.3
Cc1cc(C)cc(NC(=O)COCc2cc(-c3ccc4c(c3)OCO4)on2)c1 | -1.4 | 1 | -26 | 4 | . | 11 | -10 | -4 | 0.4
CC(=O)Nc1cccc(C(=O)Nc2ccccc2N2CCOCC2)c1 | -0.7 | -3 | -25 | 0 | -5 | 4 | 3 | 0 | 0.0
CCOc1ccc(CCNC(=O)C2CCCN(C(=O)N(C)C)C2)cc1OCC (stereo not drawn) | 0.6 | -2 | 3 | 13 | -12 | 0 | -12 | 2 | -0.5
CC1(C(=O)NCCN2CCOCC2)C=CC2(CCCCC2)N1C(=O)c1ccccc1 (stereo not drawn) | 0.1 | -6 | . | 10 | 1 | -3 | -3 | 0 | 0.3

Continued; the last 3 above are carried over.
SMILES | D2 agonist | TRHR PAM | RXFP1 antag | D1 antag | D2 antag | D1 ag | D2 PAM | D1 PAM | TRHR ag
CC(=O)Nc1cccc(C(=O)Nc2ccccc2N2CCOCC2)c1 | -0.7 | -3 | -25 | 0 | -5 | 4 | 3 | 0 | 0.0
CCOc1ccc(CCNC(=O)C2CCCN(C(=O)N(C)C)C2)cc1OCC (stereo not drawn) | 0.6 | -2 | 3 | 13 | -12 | 0 | -12 | 2 | -0.5
CC1(C(=O)NCCN2CCOCC2)C=CC2(CCCCC2)N1C(=O)c1ccccc1 (stereo not drawn) | 0.1 | -6 | . | 10 | 1 | -3 | -3 | 0 | 0.3
Cc1coc2c(C)c3oc(=O)c(CCC(=O)NCCC(=O)O)c(C)c3cc12 | 1.3 | 3 | -1 | 4 | 3 | 2 | 15 | 4 | 0.4
Cc1ccc2nc(-c3ccc(NC(=O)CCN4C(=O)c5ccccc5C4=O)cc3)sc2c1 | -0.5 | -4 | 13 | -22 | 7 | 1 | 1 | 3 | 0.4
CCN(CC)CCOC(=O)c1ccc(N/C=C(/C#N)c2nc(-c3cccc(OC)c3)cs2)cc1 | 0.3 | 4 | 3 | -14 | -11 | 6 | -7 | -2 | 1.2
CSc1nc2ccc(Nc3nc(N4CCOCC4)nc(N4CCOCC4)n3)cc2s1 | -0.6 | -2 | 4 | -9 | -22 | 2 | -3 | -4 | -0.3
COc1ccc(S(=O)(=O)NCC2CCC(C(=O)NCc3cccnc3)CC2)cc1 (stereo not drawn) | 0.2 | -3 | -4 | 10 | 5 | 1 | 13 | 1 | 0.5
COc1ccccc1C1c2c(-c3ccc(Cl)cc3)n[nH]c2C(=O)N1c1ccc(C)cc1 (stereo not drawn) | 0.7 | 1 | . | 13 | . | 1 | 3 | 1 | 3.8
CNc1nc(NC#N)nc(SC)n1 | 0.2 | 3 | 8 | 1 | -6 | 3 | 19 | -1 | 0.1
O=C(NNC1=NC2(CCCC2)Cc2ccccc21)c1ccncc1 | -1.0 | 8 | -7 | 2 | -3 | 1 | . | -3 | -0.1
O=C(Nc1cccc(-n2cnnn2)c1)c1cc2ccccc2o1 | 1.2 | -5 | -6 | 7 | -8 | 2 | -14 | 3 | 0.8
CCC1(c2ccc(F)cc2)NC(=O)N(CC(=O)N(C)C2CCS(=O)(=O)C2)C1=O (stereo not drawn) | 1.2 | 5 | -6 | -7 | 9 | 2 | 7 | 0 | 2.2
O=C(CN(Cc1ccco1)C(=O)CNS(=O)(=O)c1ccc(F)cc1)NCc1ccccc1 | -0.6 | 6 | -32 | -16 | -18 | 4 | 2 | -5 | 0.3
Cc1ccc(NC(=O)CSc2ccc3nnc(CCNC(=O)c4ccccc4)n3n2)c(C)c1 | -0.5 | -4 | -2 | -10 | 1 | 0 | -11 | -8 | 0.4
O=c1c2ccccc2nc(-c2ccccc2)n1Cc1ccco1 | 0.1 | 3 | -4 | -6 | -9 | 1 | 4 | -1 | -1.1
Cc1noc(-c2ccc(N(C)Cc3ccccc3)c([N+](=O)[O-])c2)n1 | -1.0 | -1 | . | 6 | . | 0 | 5 | -1 | -0.1
N=c1sccn1CC(=O)N1N=C(c2ccc(Cl)cc2)CC1c1ccco1 (stereo not drawn) | 9.6 | 10 | -12 | -24 | -7 | 7 | -6 | -3 | 2.0
CC(NC(=O)/C=C/c1ccco1)c1nc2ccccc2n1Cc1ccccc1F (stereo not drawn) | -1.2 | 1 | -8 | 2 | 21 | 0 | -18 | 4 | -0.7
CCCCCc1ccc(-c2ccc(=O)[nH]n2)cc1 | 0.6 | 3 | -6 | -5 | -14 | 4 | -1 | -1 | -0.8
